E-sel TNF inh: blocks E-selectin expression induced by TNF alpha | HUVEC TNFa-induced E-selectin immunofluorescence, high content | inhibition, % at 2 µM | AID 1246 | 120,000 tested, 0.71% active;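 active means inhibition above the batch mean plus 3 SD, and confirmed as a hit on visual image review, cut at about 43% in these data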;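 further: 0% = TNF-stimulated DMSO wells and 100% = unstimulated control wells; not every result past the cut was called active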
* marks the source's active call; other numbers are inactive results. These rows are one share of the data; rates above refer to the full screens.

SMILES,E-sel TNF inh
NC(=O)CSC1=N/C(=C\c2ccco2)C(=O)N1c1ccc(OC(F)F)cc1,6
COCCNC(=S)NNC(=O)c1cccs1,-25
CC(=O)c1sc(NC(=O)COc2ccc(C(C)C)c(C)c2)nc1C,16
CO/N=C/C(=N\Nc1ccccc1)C(=O)c1ccccc1,57
CCCCOc1ccc(/C=C/C(=O)OCC(=O)c2c(N)n(C)c(=O)n(C)c2=O)cc1OCC,-3
Cc1cc(C=NCCCO)c(C)n1-c1cc(Cl)ccc1Cl,1
O=C(NNC(=S)NCc1ccccc1)c1cccc([N+](=O)[O-])c1,-24
COc1cc(NC(=O)CSc2nnc3c(n2)[nH]c2ccc(S(=O)(=O)NC(C)C)cc23)cc(OC)c1OC,-17
CCCNC(=O)c1cccc(Br)c1,-24
CC1CCCCN1C(=O)Nc1cccc(C(F)(F)F)c1 (centres undefined),-27
COc1ccc(C(=O)NNC(=O)CSc2nnc(-c3ccc(O)cc3)n2C)cc1,-31
COc1ccc(S(=O)(=O)c2cnc3ccccc3n2)cc1,17

Not a retest: four of the compounds above.
SMILES,E-sel TNF inh
O=C(NNC(=S)NCc1ccccc1)c1cccc([N+](=O)[O-])c1,-24
COc1cc(NC(=O)CSc2nnc3c(n2)[nH]c2ccc(S(=O)(=O)NC(C)C)cc23)cc(OC)c1OC,-17
CCCNC(=O)c1cccc(Br)c1,-24
CC1CCCCN1C(=O)Nc1cccc(C(F)(F)F)c1 (centres undefined),-27

The listing continues:
SMILES,E-sel TNF inh
C=CCN=c1scc(C)n1/N=C/c1ccc(O)c(O)c1,3
CCn1c(CSc2nnc(-c3ccncc3)n2CCOC)nc2cc(C(=O)O)ccc21,27
COc1ccc(NC(=O)C2CSC(C)(C)N2C=O)cc1 (centres undefined),-8
CC1(C)CC(=O)c2cnc3nc4ccccc4n3c2C1,4
CCN(CC)CC#CCC(OC)(c1ccccc1)c1ccccc1,14
Cc1cc(NC(=O)C(=O)c2c(C)[nH]c3ccccc23)no1,9
O=C(CC12CC3CC(CC(Br)(C3)C1)C2)OCCN1CCCCC1,-34
C=C1C(C(=O)Nc2ccc(F)cc2)C1C(=O)Nc1ccc(F)cc1 (centres undefined),18
CCOc1cc(CNCc2ccccn2)cc(Cl)c1OCC,9
Cc1ccc(-c2cnc3cc(C)nn3c2)cc1,-52
O=C(N/N=C/c1ccc(C(=O)O)cc1)C1=NNC(c2ccccc2)(c2ccccc2)C1,-30
Cc1c(NC(=O)/C(C#N)=C/c2ccccc2)c(=O)n(-c2ccccc2)n1C,-33
COc1cccc(-c2cc3nc4c(c(N5CCC6(CC5)OCCO6)n3n2)CCC4)c1,13
CC(C)C(NC(=O)c1ccccc1)C(=O)NCC(c1ccccc1)N(C)C (centres undefined),-17
O=C(C1CC2C=CC1C2)N1CCN(c2ccccc2)CC1 (centres undefined),4
O=S(=O)(NCc1ccc(Cl)cc1)NCc1ccccc1F,-5
COc1ccc(/C=C/C(=O)N(C)Cc2cccs2)cc1S(=O)(=O)N1CCOCC1,-5
COc1ccc(CNC(=O)CSc2ccsc2[N+](=O)[O-])cc1,-24
Cc1ccc(-c2nc(SCC(=O)c3c(N)n(C)c(=O)n(C)c3=O)n[nH]2)cc1,-14
COc1cccc(NC(=O)c2ccc(-c3ccccc3[N+](=O)[O-])o2)c1,-6
CC(=O)Nc1ccc(/C=N/NC(=O)c2cccs2)cc1,-68
O=C(Nc1nc(-c2cccc([N+](=O)[O-])c2)cs1)c1cccc([N+](=O)[O-])c1C(=O)O,1
Fc1ccc(-c2cnn3c(-c4ccncc4)ccnc23)cc1,32
COC(=O)c1nnn(-c2nc(N3CCOCC3)nc(N3CCOCC3)n2)c1C,-11

An excerpt of these results, as labelled records.
O=C(C1CC2C=CC1C2)N1CCN(c2ccccc2)CC1 (centres undefined)
- E-sel TNF inh: 4
O=S(=O)(NCc1ccc(Cl)cc1)NCc1ccccc1F
- E-sel TNF inh: -5
COc1ccc(/C=C/C(=O)N(C)Cc2cccs2)cc1S(=O)(=O)N1CCOCC1
- E-sel TNF inh: -5
COc1ccc(CNC(=O)CSc2ccsc2[N+](=O)[O-])cc1
- E-sel TNF inh: -24

Continuation:
SMILES,E-sel TNF inh
CCOC(=O)c1c(-c2ccccc2)csc1NC(=O)C(C)NCCCN1CCOCC1 (centres undefined),-20
O=C(Nc1ccc(F)c(Cl)c1)Nc1ccc(Cl)cn1,-18
Cc1cc(C)cc(NC(=O)c2cc(=O)c3ccccc3o2)c1,-6
CN(CC(=O)OCC(=O)NCC(F)(F)F)S(=O)(=O)c1ccc(Cl)cc1,24
CN(C)CCCNC(=O)c1cc2sc3ccccc3c2s1,-17
CCC1CN(C(=O)Nc2cccc(C)c2)c2cc(C)ccc2O1 (centres undefined),18
O=C(Cc1ccccc1[N+](=O)[O-])NC1CC1,-5
Cc1nn(CCc2nn[nH]n2)c2nc(-c3ccc(C4CCCCC4)cc3)cc(C(F)(F)F)c12,-34
O=C(O)CN1CCN(Cc2ccccc2F)C1=O,24
CCOC(=O)c1ccc2[nH]c3c(c2c1)CCCC3O (centres undefined),14
CN(C)S(=O)(=O)c1ccc(NC(=O)C2CC(=O)N(Cc3ccccc3)C2)cc1 (centres undefined),21
Cc1ccc2nc(N3CCCCC3)c(C=O)c(=O)n2c1,-8
Cc1nc(Nc2ccc3c(c2)OCCO3)c2c(C)c(C)sc2n1,-11
O=[N+]([O-])c1cccc(C2NCC(c3ccccc3Cl)c3c2[nH]c2ccccc32)c1 (centres undefined),-10
Cc1cc(C(=O)N2CCCC(C(=O)c3cccc(C(F)(F)F)c3)C2)nc(C)n1 (centres undefined),-20
CN1CCN(NC(=O)c2cc(-c3cccc(Cl)c3)nc3ccccc23)CC1,6
CC(=O)c1c(C)[nH]c(C(=O)Nc2ccccc2N2CCOCC2)c1C,75*
CC[n+]1c(/C=C/c2c[nH]c3ccccc23)ccc2cc(C)ccc21,-7
CC(C)NCc1cc(Br)ccc1OCc1ccccc1,9
Cn1c(=O)c2ncn(CC(=O)N/N=C/C=C/c3ccccc3)c2n(C)c1=O,-5
Cc1[nH]c2ccccc2c1/C=N/Nc1ccccc1[N+](=O)[O-],-28
CCC(Sc1nc2ccccc2c(=O)[nH]1)C(=O)Nc1ccc(C(C)=O)cc1 (centres undefined),-14
COCC(C)NC(=O)/C=C/c1ccc(OC)cc1 (centres undefined),-45
Cc1ccc(NC(=O)C(=O)NCc2ccccn2)cc1,1
CCN(c1ccccc1)S(=O)(=O)c1cc([N+](=O)[O-])ccc1N,12
COc1ccccc1N1CCN(C(C)C(=O)Nc2ccc(S(=O)(=O)N3CCOCC3)cc2)CC1 (centres undefined),-10
Cc1c(C(=S)NC(=O)C2CC2)c(=O)n(-c2ccccc2)n1C,17
Cc1ccccc1CNC(=O)c1ccccc1NS(C)(=O)=O,-15
CCOC(=O)C1(Cc2ccc(OC)cc2)CCN(C(=O)c2sc(C)nc2C)CC1,15
Cc1[nH]ccc(=O)c1Oc1ncc(C(F)(F)F)cc1Cl,-9
COc1ccccc1OCC(O)CO (centres undefined),35
O=[N+]([O-])c1cc(Cl)c(O)c2ncccc12,22
Cc1ccc(-c2nnn(CC(=O)N(CC3CCCO3)C(C(=O)NC3CCCC3)c3ccc(O)cc3)n2)o1 (centres undefined),-10
NS(=O)(=O)c1ccc(NC(=S)NC(=O)/C=C/c2cccs2)cc1,-28
C=CCNC(=S)Nc1ccc(OC)c(S(=O)(=O)N2CCOCC2)c1,-37
COc1ccc(NC(=S)N/N=C/c2cccn2Cc2ccc(F)cc2Cl)cc1,-26
Cn1nc(C(=O)OCc2ccc(Br)cc2F)c2ccccc2c1=O,-13
O=C(CN1CCN(Cc2ccccc2)CC1)N1CCCCCC1,-6
CCOC(=O)N1CCN(C(=O)C2CCN(S(=O)(=O)c3cc(C)ccc3OC)CC2)CC1,-16
COCc1cc(C)nc(OCC(=O)N/N=C/c2ccccc2)c1C#N,9
Cc1sc2ncnc(NC(C)C(=O)O)c2c1C (centres undefined),-25
Cc1ccc(CN2CCN(Cc3cn[nH]c3-c3ccccc3)CC2CCO)o1 (centres undefined),-24
Cc1cc2ccccc2nc1SCC(=O)NC1CCCC1,12
CCCCc1n[nH]c(=S)n1Cc1ccc(Cl)cc1,-16
O=S(=O)(c1ccc(F)c(F)c1F)N1CCN(C(=S)NCc2ccccc2)CC1,7
O=C(NN=C1CCCC1)c1ccc([N+](=O)[O-])cc1,6
O=C(Cn1cc(C(=O)c2ccco2)c2ccccc21)NC1CC1,-31
CCOC(=O)N1CCN(C(=O)CCCCCn2c(=S)[nH]c3ccsc3c2=O)CC1,10
O=C1c2ccccc2NC2(CCCC2)N1NS(=O)(=O)c1ccccc1,-2
Cc1ccc(C2NCCS2)cc1 (centres undefined),6
COc1ccc(-n2c3c(cc(C(=O)NNc4ccccc4)c2=O)C(=O)CC(C)(C)C3)cc1,-6
CCCNS(=O)(=O)c1ccc(-n2cnnn2)c(OC)c1,-5
Cc1csc(SC(C)C(=O)Nc2ccc3c(c2)OCCO3)n1 (centres undefined),-4
COc1ccc(-c2cc(COc3ccccc3)on2)cc1,26
Cc1ccc2cccc(OCC(=O)c3cc(C)n(Cc4ccco4)c3C)c2n1,32
O=C(CCNC(=O)c1ccco1)Nc1ccc(N2CCOCC2)cc1,9
CSc1ccc(CN2CCN(C(=O)c3ccncc3)CC2)cc1,3
CC(Oc1ccc(Br)cc1)c1nc2c3ccccc3nc(=S)n2[nH]1 (centres undefined),-13
O=C(CN1CCN(S(=O)(=O)/C=C/c2ccccc2)CC1)Nc1ccc(N2CCOCC2)cc1,12
Cc1ccc(NC(=O)NCc2ccc3[nH]c(C)cc3c2)cc1,-13

Next records:
SMILES,E-sel TNF inh
COc1ccccc1-n1c([S-])c(C(=O)Nc2ccccc2C(F)(F)F)[n+]2ccc(C(=O)NCCO)cc12,-66
Cc1cccc(C)c1OCC(=O)NC(Cc1c[nH]c2ccccc12)C(=O)O (centres undefined),1
CC(C)CN(C(=O)CSc1nnnn1C)C1CCS(=O)(=O)C1 (centres undefined),11
O=C(O)Cc1csc(-c2ccc(F)cc2)n1,-8
COc1ccc(C(=O)COC(=O)/C=C/c2ccc(S(=O)(=O)Nc3cccc(S(N)(=O)=O)c3)cc2)cc1,-25
CCCCCN1C(C)=CC(=C(C#N)C#N)C=C1C,-12
CC(=O)NCC(=O)N1CCCC(C(=O)c2ccc3c4c(cccc24)CC3)C1 (centres undefined),-11
COCCCN(CC(=O)Nc1ccc(N2CCOCC2)cc1)S(=O)(=O)c1ccc(C)cc1,-39
Cc1cc(NC(=O)c2ccc(N3CCCC3)c([N+](=O)[O-])c2)no1,-44
CCOC(=O)N1CCC(N2CCCC(C(=O)c3ccc4cc(OC)ccc4c3)C2)CC1 (centres undefined),2
O=C(N/N=C\c1ccc(-c2cccc(Cl)c2)o1)C(=O)NC1CCCC1,-2
Cc1ccc2c(c1)sc(=NC(=O)c1cccs1)n2C,-30
O=C(Cn1c(=O)sc2ccccc21)Nc1ccc(O)cc1,0
CN(C)C(=O)CSc1cnc2ccccc2n1,-5
COc1ccc(/C=C2\C(=O)ON=C2c2cccc([N+](=O)[O-])c2)cc1,-18
Cc1c(NC(=O)CN2CCCC(C)C2)ccc2nsnc12 (centres undefined),2
COC(=O)c1nc(-c2ccccc2)oc1N1CCOCC1,-8
O=C(O)c1nc(-c2ccccc2)n(-c2cccc(C(F)(F)F)c2)n1,-18
Cc1c(C=O)c2ccccn2c1C(=O)c1cccc([N+](=O)[O-])c1,-5
O=C(CN1CCN(c2ccc(F)cc2)CC1)Nc1ccccc1[N+](=O)[O-],-8
O=C(c1ccc(S(=O)(=O)NCC2CCCO2)cc1)N1CCN(c2ccccc2F)CC1 (centres undefined),1
Cc1ccc2cc(C#N)c(NCCNC(=S)NCCCN3CCOCC3)nc2c1,2
COCCNC(=O)/C(C#N)=C/c1cc(C)n(-c2ccc(C)cc2)c1C,-26
CC(C)(C)NC(=O)N1CCC(CO)(Cc2ccccc2Cl)CC1,-12
O=C(NCC(c1ccc(F)cc1)N1CCOCC1)c1cccc(Br)c1 (centres undefined),-20
Cc1ncccc1C(=O)N1CCCC(C(=O)c2ccc3c4c(cccc24)CC3)C1 (centres undefined),2
O=S(=O)(c1ccc(Br)cc1)c1cnc2ccccc2n1,13
CN(Cc1ccccc1)C(=O)C1CCN(S(C)(=O)=O)CC1,1
CCCCCCN1C(=O)C(O)=C(C(C)=O)C1c1ccccc1[N+](=O)[O-] (centres undefined),6
CCCNc1nc2ccccc2c(=O)[nH]1,-39
O=C(NCCCn1ccnc1)/C(=C\c1cccnc1)NC(=O)c1ccco1,-22
CCOC(=O)N1CCN(C(=O)c2ccccc2NC(C)=O)CC1,-13
CCc1ccc(C(=O)COC(=O)c2n[nH]c3ccccc23)cc1,-27
Cc1ccc(C(=O)Nc2cc([N+](=O)[O-])ccc2C)cc1,19
O=C(COc1ccccc1F)NCc1nc2ccccc2[nH]1,-8
Cc1nc2nc(SCC(=O)O)nn2c(C)c1Cc1ccccc1Cl,10
COc1ccc(C(=O)NNC(=O)c2ccc(S(=O)(=O)N3CCOCC3)cc2)cc1,-2

Screening data as filed in PubChem BioAssay.
